From PubChem BioAssay
AID inhibitor = Primary qHTS assay for inhibitors of Activation Induced Cytidine Deaminase (AID): AID signal | AID 1347428, 2020 | AID deamination FRET fluorescence, UDG-coupled, 4 h | Single-stranded DNA cytosine deaminase (Homo sapiens), Q9GZX7 | Potency, µM (top dose mostly 115 µM), for inactives: at the highest dose activity change, negative = inhibition, actives largely listed as inhibitors | hit rate 0.32% among 91,000; further: nearly all actives have a fitted effect of over 25% in size
Target sequence (Q9GZX7 whole entry, looked up): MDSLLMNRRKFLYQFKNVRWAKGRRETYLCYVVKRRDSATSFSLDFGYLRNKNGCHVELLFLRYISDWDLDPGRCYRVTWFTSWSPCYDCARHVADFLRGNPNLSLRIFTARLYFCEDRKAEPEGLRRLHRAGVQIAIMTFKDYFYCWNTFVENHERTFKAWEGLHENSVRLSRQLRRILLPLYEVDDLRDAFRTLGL
UDG counterscr = Primary qHTS assay for inhibitors of Activation Induced Cytidine Deaminase (AID): UDG Counterscreen signal; AID 1347430, 2020; hit rate 0.14% among 91,000; Uracil-DNA glycosylase; FRET deamination/UDG coupled assay, UDG read, 4 h; Potency, µM (doses to about 115 µM), inactives show top-dose activity change, negative = inhibition, usual class: inhibitors; further: nearly all actives have a fitted effect of over 65% in size
* marks the source's active call; other numbers are inactive results; ? = inconclusive; & = joins results of further samples; [ ] = another dose, or the depositor's remark. The call rests on the fitted dose curve; in most records, active means well fitted curve in the direction sought with a large enough effect; inconclusive means small, poorly fitted or top-dose-only effect, or another doubt; inactive means no such curve, though single readings can be large; an effect the other way counts as inactive or inconclusive. On the % scale 0 is the no-effect control and ±100 the full control effect; potency means the concentration at half of the fitted maximal effect. An excerpt; count on the stated rates, not on these rows.

A first look, 3 compounds:
SMILES	AID inhibitor	UDG counterscr
Cc1ccc2nc(N3CCN(C(=O)CCCC(=O)O)CC3)nc(-c3ccccc3)c2c1	-3.6%	7.3%
CCn1nc(C(=O)Nc2ccc3nc(SC)sc3c2)c2ccccc2c1=O	-3.3%	1.3%
CCOc1ccccc1NC(=O)COC(=O)c1nn(C)c(=O)c2ccccc12	-2.6%	9.7%

The list itself, from the first entry:
SMILES	AID inhibitor	UDG counterscr
Cc1ccc2nc(N3CCN(C(=O)CCCC(=O)O)CC3)nc(-c3ccccc3)c2c1	-3.6%	7.3%
CCn1nc(C(=O)Nc2ccc3nc(SC)sc3c2)c2ccccc2c1=O	-3.3%	1.3%
CCOc1ccccc1NC(=O)COC(=O)c1nn(C)c(=O)c2ccccc12	-2.6%	9.7%
COC(=O)CNC(=O)C(C)(C)c1cccc(C(F)(F)F)c1	0.0%	-7.1%
Cc1ccc2oc3c(c(=O)c2c1)C(c1ccc(OCC(N)=O)cc1)N(Cc1ccc2c(c1)OCO2)C3=O (stereo not given)	5.7%	-0.6%
CCOC(=O)C(N/C=C(/C#N)c1cccc(F)c1)C(=O)OCC	-0.8%	-3.3%
O=C(NNC(=O)C1CCCCC1)c1cccc2cccnc12	-10.9%	-3.9%
CCCCn1c(=O)c2c(nc(Br)n2Cc2ccccc2)n(C)c1=O	1.6%	-6.1%
C=C(Br)CN1CCCC1	7.2%	2.7%
CN(NC(=O)CCCNC(=O)c1ccc(Cl)cc1)c1ccccc1	-8.7%	-16.9%
CC(C)CCNC(=O)CN1C(=O)c2cccnc2Sc2ccccc21	4.4%	2.1%
Fc1cccc(Oc2ncnc3c2cnn3-c2cccc(Cl)c2)c1	-5.3%	10.8%
COc1ccc(-c2nn(C)c3sc(C(=O)N4CCN(c5cc(Cl)ccc5C)CC4)cc23)cc1OC	?	?
COc1ccc(NC(=O)CSCc2ccc(Br)cc2)c(OC)c1	-26.4%	-13.6%
O=C(O)c1cc(F)ccc1Cl	-4.8%	-9.8%
COc1ccc(-c2ccc3c(N)c(C(=O)Nc4ccc(C)cc4C)sc3n2)cc1OC	3.4%	-5.1%
Cc1cc(-c2ccccc2)c2c(C)c(C)sc2n1	-16.7%	-2.5%
Cc1ccccc1CN1CCC(N(C)Cc2ccccc2)CC1	-19.2%	?
COc1ccccc1-c1cc(NC(=O)COc2ccccc2Cl)n(-c2ccccc2)n1	6.4%	14.0%
O=C(O)CCNS(=O)(=O)c1ccc(Cl)c(Cl)c1	1.3%	5.1%
CCc1ccc(C(=O)CC2(O)C(=O)N(Cc3ccc(C)cc3)c3ccccc32)cc1 (stereo not given)	2.3%	-3.5%
COC(=O)c1cc2n(n1)CC(C)(C(=O)NC1CCCCCC1)N(CCc1cccs1)C2=O (stereo not given)	-5.2%	-15.6%
CCc1ccc(NC(=O)CSc2nnc(-c3nonc3NC(C)=O)n2-c2ccccc2)cc1	-8.7%	-4.6%
CCn1c(C(=O)NCc2ccc(OC(C)C)cc2)cc2oc3ccccc3c21	-10.5%	-9.6%
COc1cccc(-c2noc(CCCC(=O)NCc3ccco3)n2)c1	20.6%	6.0%
Cc1nn(C(C)(C)C)c(OC(=O)c2c(F)cccc2F)c1Sc1ccccc1	-17.0%	?
CCn1cc(CNC(=O)c2cc(-c3ccc(C)c(C)c3)nc3ccccc23)c(C)n1	18.2%	-25.8%
COc1ccc(CCNC(=O)CS(=O)Cc2nc(-c3ccc(C)cc3)oc2C)c(OC)c1 (stereo not given)	?	-14.1%
Cc1cccc(C(=O)Nc2nnc(SCc3cc(=O)n4cccc(C)c4n3)s2)c1	12.4%	7.6%
CCCc1ccc(C(=O)COC(=O)CNC(=O)c2ccc(C)cc2)cc1	22.2%	2.0%

Record cards, as listed above. Order of values: AID inhibitor, UDG counterscr
`COc1cccc(-c2noc(CCCC(=O)NCc3ccco3)n2)c1` is entered as 20.6%, 6.0%
`COc1ccc(CCNC(=O)CS(=O)Cc2nc(-c3ccc(C)cc3)oc2C)c(OC)c1` (stereo not given) is entered as ?, -14.1%
`CCCc1ccc(C(=O)COC(=O)CNC(=O)c2ccc(C)cc2)cc1` is entered as 22.2%, 2.0%
`Cc1nn(C(C)(C)C)c(OC(=O)c2c(F)cccc2F)c1Sc1ccccc1` is entered as -17.0%, ?
`Cc1cccc(C(=O)Nc2nnc(SCc3cc(=O)n4cccc(C)c4n3)s2)c1` is entered as 12.4%, 7.6%

Later entries
SMILES	AID inhibitor	UDG counterscr
O=C(CNc1ccccc1OC(F)(F)F)N1CCNC1=O	2.1%	-9.4%
CCN(C(=O)Cn1ncc2c1-c1cc(C)ccc1OC2)c1cc(Cl)ccc1OC	?	-13.7%
CCn1ccc2c(OCC(=O)NCc3ccc(C)cc3)cccc2c1=O	130.5%[activator]	19.7%
Cc1cccc(N2CCN(C(=O)Cc3c(C(=O)O)c(C)cn3C)CC2C)c1 (stereo not given)	6.9%	1.4%
CCN(CC)CCCNc1oc(-c2ccccc2)nc1C#N	-14.0%	44.7%[activator]
COC(=O)c1ccc(NC(=O)c2cc(=O)c3cc(C)ccc3o2)cc1	-5.4%	-11.2%
Cc1oc(-c2ccc(C(=O)NCc3cccnc3)cc2)nc1CS(=O)(=O)c1ccccc1	-10.0%	14.3%
COc1ccc(C(=O)N(Cc2ccco2)Cc2ccccc2F)cc1Cl	?	-6.1%[57.5 µM]
Cc1nn(C)c(C)c1CCC(=O)Nc1nc(C(C)C)cs1	4.1%	6.1%
COc1ccc2c(c1)Cc1sc(NC(=O)c3cccc(Br)c3)nc1-2	50.1µM*	-19.1%
CCN(CCCNC(=O)Cn1ncc2c([nH]c3ccc(C)cc32)c1=O)c1cccc(C)c1	11.9%	18.8%
FC(F)(F)c1nc2ccccc2n1Cc1nnc2n1N=C(c1ccc(Cl)cc1)CS2	-8.9%	?
Cc1c(Cl)cccc1NS(=O)(=O)c1ccc(NS(=O)(=O)c2ccc3c(c2)OCCO3)cc1	?	-5.6%
Cn1ccnc1SCC(=O)Nc1cccc(Br)c1	-6.9%	3.7%
CC1=C(C(=O)Nc2ccccc2)C(c2cccnc2)n2nc(SCc3ccccc3F)nc2N1 (stereo not given)	11.1%	3.8%
CCOC(=O)COc1ccc2c(=O)c(Oc3ccccc3Br)c(C)oc2c1	-6.3%	-7.4%
Cc1nc2ccccc2c(Cl)c1C/C=C/Cl	-20.7%	-10.2%
CC1=CCC2C(C)(C)CCCC2(C)C1CC/C(C)=C/CC/C(C)=N/NC(N)=O (stereo not given)	-17.2%	-15.4%
Nc1nccnc1C(=O)NCc1ccc(F)cc1	0.8%	6.1%
Cc1ccn2c(Nc3ccc4c(c3)OCCO4)c(-c3ccc(N(C)C)cc3)nc2c1	?	-13.3%
CC1CN(C2CCCCC2)CCC1=O (stereo not given)	-3.0%	-15.0%
Cc1ccc(-n2c(SCC(N)=O)nc3c([nH]c4ccccc43)c2=O)cc1	-1.7%	-6.9%
CC(C)C(=O)Nc1nnc(S(=O)(=O)N2c3ccccc3CC2C)s1 (stereo not given)	4.5%	-0.2%
CN(C)CCCNC(=S)NCCc1ccccc1	-2.2%	-2.4%
CC(=O)N1CCc2c(sc3c2c(=O)n(-c2ccc(F)cc2)c(=O)n3Cc2cc(C)ccc2C)C1	1.7%	0.3%
Cc1cccc(OCCn2c(-c3ccc(Cl)cc3)nc3ccccc3c2=O)c1C	28.1%	7.3%
CCCOC(=O)COc1ccc2c(=O)c(Oc3cc(C)c(Cl)c(C)c3)coc2c1	-6.7%	-11.3%
O=C(O)c1cc(NCc2ccc(-c3ccccc3)cc2)ccc1N1CCOCC1	3.2%&2.5%	-1.9%&-5.6%
CCOc1ccc(-n2nc3cc(C)c(NC(=O)CC)cc3n2)cc1	-3.0%[57.5 µM]	-11.4%[57.5 µM]
O=C(c1ccc2c(c1)N(Cc1cccc(F)c1)C(=O)c1ccccc1S2)N1CCC2(CC1)OCCO2	?	-11.4%[57.5 µM]
CCc1cc(C(c2ccc(OC)c(OC)c2)N2CCN(CC)CC2)c(NC(=O)c2ccco2)s1 (stereo not given)	-15.3%	-9.2%
CC1=C(C(=O)Nc2ccc(C)cc2C)C(c2cccs2)n2nc(SCc3ccc(Cl)cc3)nc2N1 (stereo not given)	9.4%	0.0%
CCC(C(=O)NC1CCCCC1)n1c(SCc2ccc(F)cc2)nc2ccncc21 (stereo not given)	-5.9%	0.5%
O=S(=O)(NCCc1csc2nc(-c3ccccc3)nn12)c1cc(F)ccc1F	-11.4%	3.3%[57.5 µM]
CCn1cc(C(=O)N2CCN(c3ccc(F)cc3)CC2)c(=O)c2cc(S(=O)(=O)N(C)C3CCCCC3)ccc21	?	-7.2%
Cc1ccc(CCSc2cc(C(C)(C)C)c(F)c(C(C)(C)C)c2)cn1	-26.4%	-22.6%
Cc1cccc(NC(=O)CSc2nc3c(oc4ccccc43)c(=O)n2Cc2ccco2)c1	10.1%	4.0%
CCOC(=O)c1cccc(NC(=O)Cn2c(=O)nc(-c3ccccc3F)c3cc(Cl)ccc32)c1	-6.5%	-7.7%
CC(OC(=O)c1nn(-c2ccccc2)c(=O)c2ccccc12)C(=O)Nc1ccc(N2CCOCC2)cc1 (stereo not given)	1.7%	3.8%
COc1ccc(-c2nc3ccccc3s2)cc1NC(=O)c1ccccc1F	28.7%	-2.0%
COc1ccc(OC)c(NC(=O)CCCOc2cc(=O)n(C)c3ccccc23)c1	-8.5%[57.5 µM]	2.2%[57.5 µM]
CCC(C(=O)Nc1cccc(-c2cn3cccnc3n2)c1)c1ccccc1 (stereo not given)	?	-22.1%
Cc1cccc(C(=O)Nc2ccc(OCc3cc(=O)n4ccsc4n3)cc2)c1	19.9%	-1.7%
COc1ccc(NC(=O)CCN2CCN(c3cccc(Cl)c3)CC2)cc1	1.0%	9.4%
O=C(CSc1nnc(-c2cccc(S(=O)(=O)N3CCCCC3)c2)o1)c1ccccc1	-5.5%	?
CCCc1cc(=O)oc2c(C)c(OCC(=O)c3ccccc3)ccc12	10.8%	9.6%
CCCCCCc1ccc(C(=O)Nc2ccc(C)cc2)cc1	-2.8%	-9.0%
COc1ccc(-n2ncc(C(=O)NCc3cccs3)c2C2CCN(C(=O)OC(C)(C)C)CC2)cc1	-28.1%	56.1%[activator]
Cc1cc(C)nc(NS(=O)(=O)c2ccc(NC(=O)c3ccccc3O)cc2)n1	18.1%	-9.0%
CC(C)=NNC(=O)COc1ccc(OCc2ccccc2)cc1	-4.7%	2.1%

Further structures:
SMILES	AID inhibitor	UDG counterscr
Cn1c(CCNC(=O)c2cccc(F)c2)nc2cc(NC(=O)C3CCCO3)ccc21 (stereo not given)	3.8%	-7.0%
CCN1CCCC1CNC(=O)C(C)C (stereo not given)	7.2%	5.8%
CCC(C)NC(=O)CSc1nc(-c2ccccc2)cc(C(F)(F)F)n1 (stereo not given)	-2.4%	-7.3%
Fc1cccc(-c2nc(-c3ccccc3)no2)c1	-0.7%	3.9%
C/C(=N\NC(=O)C(c1ccccc1)c1ccccc1)C(C)(C)C	0.3%	0.5%
CC(C)C(C)N(C)Cc1nnc(-c2ccc(Br)o2)o1 (stereo not given)	0.7%	0.1%
CCOc1ccc2c(c1)[C@@H]1C=CC[C@@H]1[C@H](c1ccccc1Cl)N2	1.1%	-11.3%
CC(C)C(=O)Nc1ccc2nc(SCC(=O)N3CCOCC3)sc2c1	33.8%[activator]	-0.5%[57.5 µM]
COc1cccc(CNC(=O)Cn2ncn3c(cc4ccccc43)c2=O)c1	-8.0%	-0.7%
Cc1ccc(-c2ccnc(=S)[nH]2)cc1C	-6.0%	-7.1%
CC(=O)c1ccc(NC(=O)Cn2c(=O)nc(-c3ccccc3)c3ccccc32)cc1	2.9%	2.0%
